N370S GC: qHTS Assay for Inhibitors and Activators of N370S glucocerebrosidase as a Potential Chaperone Treatment of Gaucher Disease | Lysosomal acid glucosylceramidase (Homo sapiens), P04062 | N370S GC spleen homogenate, 4MU-glucoside fluorescence | Potency, µM (series often up to 59.4 µM), without a hit: top-dose activity change, negative = inhibition, actives largely listed as inhibitors | 0.092% of 330,000 active;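 note: 0% = full enzyme activity and -100% = no enzyme basal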
FEN1 inh: qHTS Assay for the Inhibitors of Human Flap endonuclease 1 (FEN1); P39748; Recombinant FEN1 flap cleavage, fluorescence, 15 min; Potency, µM (top dose mostly 114 µM), inactives show at the top dose activity change, negative = inhibition, most hits filed as inhibitors; 0.35% of 390,000 active; note: nearly all actives have a fitted effect of over 65% in size
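Steps: FEN1 (10 nM) dispensed; compound added by pin tool; 15 min at room temperature; substrate added to 50 nM final; reads at 0 min and 15 min; data normalized and fitted (four-parameter Hill).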
GCN5L2 inh: qHTS Assay for Inhibitors of GCN5L2; 0.21% of 390,000 active; Potency, µM (titrated, usually from 58.9 µM), for the others: at the top dose activity change, negative = inhibition, actives largely listed as inhibitors; AID 504327, 2011; GCN5L2 HAT assay, ThioGlo1 CoA-SH fluorescence
Target sequence (Q92830 whole entry, looked up): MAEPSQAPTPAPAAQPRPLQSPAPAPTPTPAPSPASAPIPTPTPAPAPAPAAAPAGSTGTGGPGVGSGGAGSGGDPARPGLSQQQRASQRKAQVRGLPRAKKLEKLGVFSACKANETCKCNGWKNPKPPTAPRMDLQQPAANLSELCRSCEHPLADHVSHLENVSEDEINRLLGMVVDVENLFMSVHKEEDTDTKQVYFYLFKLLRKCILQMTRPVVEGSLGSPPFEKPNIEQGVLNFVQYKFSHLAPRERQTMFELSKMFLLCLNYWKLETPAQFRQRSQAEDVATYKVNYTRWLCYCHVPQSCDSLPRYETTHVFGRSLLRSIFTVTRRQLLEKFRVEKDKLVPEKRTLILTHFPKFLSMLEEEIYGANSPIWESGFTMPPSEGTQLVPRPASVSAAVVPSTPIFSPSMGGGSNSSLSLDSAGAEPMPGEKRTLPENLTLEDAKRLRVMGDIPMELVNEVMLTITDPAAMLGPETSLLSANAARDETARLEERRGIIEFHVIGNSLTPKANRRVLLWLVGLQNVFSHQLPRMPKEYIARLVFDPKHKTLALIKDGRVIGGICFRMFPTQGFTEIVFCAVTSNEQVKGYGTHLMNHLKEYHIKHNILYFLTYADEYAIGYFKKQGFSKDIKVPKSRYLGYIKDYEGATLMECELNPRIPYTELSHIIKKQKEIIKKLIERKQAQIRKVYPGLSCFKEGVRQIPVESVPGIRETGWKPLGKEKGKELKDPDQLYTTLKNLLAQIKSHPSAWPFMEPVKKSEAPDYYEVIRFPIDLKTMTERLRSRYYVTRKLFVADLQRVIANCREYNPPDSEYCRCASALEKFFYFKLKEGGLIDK
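GCN5L2 (20nM final) in 50mM HEPES, 0.1mM EDTA pH 7.5, 0.01% Tween-20 was preincubated 15 min at room temperature with compound, then given ThioGlo1 (50uM), H3(1-25) peptide (75uM) and acetyl-CoA (70uM); CoA-thiol fluorescence (Ex340/Em540) was read at 0 and 20 min.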
Active calls of the source: *; ? = inconclusive; nt = no result given; [ ] = remark or other dose. Calls come from the whole dose curve; as a rule, active = well fitted curve in the direction sought with a large enough effect; inconclusive = small, poorly fitted or top-dose-only effect, or another doubt; inactive = no such curve, though single readings can be large; an effect the other way counts as inactive or inconclusive. Unless noted, % is set by controls: 0 for no effect and ±100 for the full control effect; potency is the fitted concentration of half-maximal effect.

SMILES	N370S GC	FEN1 inh	GCN5L2 inh
O=c1cc(O)nc(SCc2ccc(Cl)cc2)[nH]1	-2%	-3%	-5%
Cn1c(=O)c2c(nc(NCCc3ccccc3)n2Cc2ccc(F)cc2)n(C)c1=O	0%	-23%	3%
Cc1cccc(C(=O)Nc2ccc(NC(=O)c3ccccc3)cc2)c1	0%	-14%	-7%
CC(C)(C)c1cnnn1-c1ccc(-c2csc(N)n2)cc1	8%	5%	-21%
CC(C)Cc1nnc(NC(=O)CCC(=O)N2CCN(Cc3ccc(Cl)cc3)CC2)s1	-4%	-10%	-3%
CS(=O)(=O)N(CC(=O)NCc1ccncc1)Cc1ccc(Cl)cc1	-4%	-1%	5%
CCn1c(SCC(=O)Nc2cccc(NC(=O)c3ccco3)c2)nnc1-c1cccs1	5%	-15%	1%
O=Cc1ccc(Oc2cc(-c3ccccc3)nc(-c3ccccc3)n2)cc1	1%	-3%	-17%
CC1=C(C(=O)Nc2ccccc2)C2(CCCCC2)C(C#N)=C(S)N1	-4%	-5%	-4%[0.501 µM]
CC(C)c1cccc(C(C)C)c1OCCCCN1CCCC1	1%	-19%	-2%[0.501 µM]
C=CCn1c(=S)[nH]c2scc(-c3cccs3)c2c1=O	-5%	-4%	-9%
COc1ccc(N2CC(C(=O)N[C@H](C(=O)NC3CCCC3)C(C)C)CC2=O)cc1 (stereo partly drawn)	-19%	3%	-3%
O=C(NCc1ccccc1)C(c1ccccn1)N(C(=O)c1csnn1)c1ccccc1F (stereo not drawn)	0%	5%	1%
COc1ccc(N(C(C)C(=O)Nc2ccc(S(=O)(=O)N3CCCCC3)cc2)S(C)(=O)=O)cc1 (stereo not drawn)	-20%	4%	-7%
CCNc1c(NC(=O)c2cccs2)c(=O)oc2ccccc12	-2%	6%	0%
CCOC(=O)N/N=C/c1c(C)nn(-c2ccccc2Cl)c1Cl	-1%	-13%	-3%
CC(C)C(=O)NC(=S)N(Cc1ccccc1)Cc1ccccc1	0%	-7%	0%
O=C(CCc1nc2ccccc2c(=O)[nH]1)NNC(=O)c1cccc(Cl)c1	-2%	12%	-7%
O=C(NCCO)C(O)C(O)C(=O)NCCO (stereo not drawn)	-23%	0%	0%
O=C(NCCCn1ccnc1)c1cc2nc(-c3ccc(Br)cc3)cc(C(F)(F)F)n2n1	6%	0%	0%
O=C(CN(c1ccc(F)cc1)S(=O)(=O)c1ccc2c(c1)OCCO2)Nc1ccc2c(c1)OCO2	6%	10%	-6%
O=C(c1ccc(Cl)cc1)N1CCn2c1nc1ccccc12	-13%	5%	-11%
COc1ccc(-c2nc(-n3c(C)c(C(C)=O)c(C(C)=O)c3C)sc2C)cc1	1%	7%	1%
COc1cc(-c2noc(C3CCCN(C(=O)c4ccccc4)C3)n2)cc(OC)c1OC (stereo not drawn)	-1%	19%	-4%
Cc1ccc2[nH]c(=O)c(CN(Cc3ccccc3)C(=S)NCCCN(C)C)cc2c1	-2%	-5%	3%

Given with two lines to a compound: entries from further up.
Every second line gives: N370S GC	FEN1 inh	GCN5L2 inh
- O=c1cc(O)nc(SCc2ccc(Cl)cc2)[nH]1
 : -2%	-3%	-5%
- Cn1c(=O)c2c(nc(NCCc3ccccc3)n2Cc2ccc(F)cc2)n(C)c1=O
 : 0%	-23%	3%
- Cc1cccc(C(=O)Nc2ccc(NC(=O)c3ccccc3)cc2)c1
 : 0%	-14%	-7%
- CC(C)(C)c1cnnn1-c1ccc(-c2csc(N)n2)cc1
 : 8%	5%	-21%
- CC(C)Cc1nnc(NC(=O)CCC(=O)N2CCN(Cc3ccc(Cl)cc3)CC2)s1
 : -4%	-10%	-3%
- CS(=O)(=O)N(CC(=O)NCc1ccncc1)Cc1ccc(Cl)cc1
 : -4%	-1%	5%
- CCn1c(SCC(=O)Nc2cccc(NC(=O)c3ccco3)c2)nnc1-c1cccs1
 : 5%	-15%	1%
- O=Cc1ccc(Oc2cc(-c3ccccc3)nc(-c3ccccc3)n2)cc1
 : 1%	-3%	-17%
- CC1=C(C(=O)Nc2ccccc2)C2(CCCCC2)C(C#N)=C(S)N1
 : -4%	-5%	-4%[0.501 µM]
- CC(C)c1cccc(C(C)C)c1OCCCCN1CCCC1
 : 1%	-19%	-2%[0.501 µM]
- C=CCn1c(=S)[nH]c2scc(-c3cccs3)c2c1=O
 : -5%	-4%	-9%
- COc1ccc(N2CC(C(=O)N[C@H](C(=O)NC3CCCC3)C(C)C)CC2=O)cc1 (stereo partly drawn)
 : -19%	3%	-3%
- O=C(NCc1ccccc1)C(c1ccccn1)N(C(=O)c1csnn1)c1ccccc1F (stereo not drawn)
 : 0%	5%	1%

Further structures follow:
SMILES	N370S GC	FEN1 inh	GCN5L2 inh
Cc1cc(C)n(CCN(C)C(=O)CCc2nnc(CCC3CCCCC3)o2)n1	-6%	-11%	-2%
Cn1c(C(=O)N2CCC(C(=O)NCCc3ccc(S(N)(=O)=O)cc3)CC2)cc2sccc21	nt	-1%	-1%
N#Cc1ccc(OCC(=O)N2CCN(c3ccc(C(F)(F)F)cn3)CC2)cc1	nt	8%	-6%
COC(=O)c1cc(NC(=O)CC2C(=O)OCCN2Cc2ccccc2)cc(C(=O)OC)c1 (stereo not drawn)	nt	-4%	-2%
Cc1ccc(NC2CCCN(C(=O)c3cccc4nccnc34)C2)cc1C (stereo not drawn)	2%	5%	-5%
Nc1n[nH]c(-c2cccc([N+](=O)[O-])c2)n1	-6%	4%	-1%
c1ccc(-c2nnn(C34CC5CC(CC(C5)C3)C4)n2)cc1	?	-15%	-3%
Cc1cc2c(=O)n(CC(=O)NCC(=O)Nc3ccc(C(C)C)cc3)cnc2s1	1%	18%	-1%
COc1cccc(CN(C)CC(=O)Nc2sc3c(c2C#N)CCC3)c1OC	-1%	17%	-14%
O=C(c1c(F)cccc1F)N1CCCC(c2nc(-c3cccs3)no2)C1 (stereo not drawn)	15%	-4%	-2%
O=C(NCCCN1CCCC(O)C1)c1cc(COc2ccc(F)cc2F)on1 (stereo not drawn)	-19%	6%	-28%
COc1ccccc1NC(=O)c1ccccc1Nc1ccccc1	0%	8%	-27%
CCn1cnc2cc(NC(=O)c3ccco3)ccc21	11%	-8%	0%
CCOC(=O)[C@H]1[C@H]2COc3ccc(Cl)cc3[C@H]2N2C(=O)CNC(=O)[C@@]12C	nt	-2%	0%
CC12CC3CC(C)(C1)CC(C(=O)NC(=S)N1CCOCC1)(C3)C2	?	9%	0%
O=C(Nc1ccccc1C(=O)NCc1ccco1)Nc1cccc2ccccc12	20%	-10%	-5%
O=C(NNC(=O)c1ccc(-c2ccc([N+](=O)[O-])cc2)o1)c1ccncc1	nt	-16%	-2%
Cn1c(=N)n(CC(=O)c2ccc(F)cc2)c2ccccc21	-12%	-2%	0%
O=C(Nc1nnc(SCc2ccccc2F)s1)C1=COCCO1	4%	-8%	10%
Cc1c(NC(=O)c2ccc(N3CCC(C)CC3)c([N+](=O)[O-])c2)cccc1-c1nc2ccccc2o1	nt	-5%	5%
CCN(CC)c1ccc(C=Nc2ccc(OC)c(S(=O)(=O)N3CCOCC3)c2)c(O)c1	nt	-1%	-7%
CS(=O)(=O)c1ccc2nc(NC(=O)c3cc(-c4ccccc4)nn3-c3ccccc3)sc2c1	4%	-12%	-8%
O=C(CSc1ccccc1F)NCCCN1CCCC1=O	-14%	0%	-4%
COc1cc(NC(=O)Cc2cccs2)ccc1-n1cnnn1	5%	3%	1%
CCc1noc(C)c1C(=O)Nc1nnc(CC(C)C)s1	-11%	12%	3%
SMILES	N370S GC	FEN1 inh	GCN5L2 inh
CCCCC1CCC(C(=O)NCC(c2ccco2)N2CCOCC2)CC1 (stereo not drawn)	?	nt	-7%
COc1ccc(OC)c(-c2csc(CCn3nc(C)cc3C)n2)c1	6%	1%	-7%
COc1cc2c(cc1OC)CN(C(=O)/C=C/c1ccc([N+](=O)[O-])cc1)CC2	-4%	?	-2%
O=C1CCCN1CN(C(=O)c1ccccc1)c1ccc(F)cc1	-13%	-2%	-7%
COc1ccc(S(=O)(=O)N2CCC(C(=O)NC(C)c3ccccc3)CC2)cc1 (stereo not drawn)	nt	1%	-8%
CCOC(=O)c1c(C)oc2nc(C)nc(NCCCN3CCN(c4ccccc4OC)CC3)c12	nt	2%	7%
O=C(Cn1ncc2c1-c1ccccc1OC2)Nc1nc2ccccc2s1	11%	-21%	-8%
CC(=O)N1c2ccccc2Nc2ccccc21	7%	5%	-3%
Nc1cc(N)nc(SCC(=O)Nc2ccc3c(c2)OCO3)n1	9%	-11%	2%
CC(C)(C)C(=O)CN1C(=O)C2(OCCO2)c2ccccc21	9%	10%	1%
CN(C)C=Nc1nonc1N	0%	3%	-10%
CCOc1ccc2nc(N(Cc3cccnc3)C(=O)c3cccs3)sc2c1	nt	-4%	-2%
CCOc1cc(C2NC(=O)NC(O)(C(F)(F)F)C2C(=O)c2ccc(OC)cc2)ccc1O (stereo not drawn)	10%	6%	-5%
O=C(CN1C(=O)NC2(CCCCCC2)C1=O)NCc1ccc(Cl)cc1	nt	-10%	0%
Cc1sc2ncn(CC(=O)N(C)c3ccc(Br)cc3)c(=O)c2c1S(=O)(=O)N1CCC(C)CC1	nt	-11%	-2%
Cc1cc(N2CCCCC2)nc(N)n1	12%	-5%	-1%
CCOc1cc(/C=C(\C#N)C(=O)Nc2ccccn2)ccc1O	-8%	2%	-5%
CCc1ccc(C(=O)c2cn(CC(=O)Nc3ccc4c(c3)OCO4)c3cc(OC)c(OC)cc3c2=O)cc1	nt	-1%	?
Cc1ccc(C)c(OCC(=O)Nc2ccc(C(=O)O)cc2NC(=O)COc2cc(C)ccc2C)c1	1%	5%	-2%
Nc1nonc1-n1nnc(C(=O)N/N=C/c2ccccc2Cl)c1-c1ccccc1	-10%	11%	-3%
CC1(C)CC(=S)Nc2ccccc2S1	3%	1%	-6%
O=C(c1cc(C(F)(F)F)cc(C(F)(F)F)c1)N1CCC[C@@]2(CCN(Cc3nccs3)C2)C1	-8%	nt	-12%
C1=C(c2ccccc2)Nc2nnnn2C1c1cccs1 (stereo not drawn)	0%	5%	-20%
O=C(Nc1ccc(S(=O)(=O)Nc2ccccn2)cc1)c1ccc(Cl)cc1Cl	-1%	5%	-3%
COc1ccc(CCNS(=O)(=O)c2ccc3oc(C(=O)O)c(C)c3c2)cc1OC	2%	-4%	-2%
SMILES	N370S GC	FEN1 inh	GCN5L2 inh
CC1CCN(CCc2nc3cc(NC(=O)NC4CCCCC4)ccc3n2C)CC1	-6%	-18%	-2%
NNC(=O)c1ccc(-c2ccccc2F)cc1	6%	-3%	-3%
Cc1ccc(NC(=O)c2noc3c2CCCCC3)cc1	?	-5%	-6%
O=C(C#Cc1ccccc1)Nc1cccc(F)c1	4%	1%	-21%
CCNc1ncc2nc(CCc3ccccc3)c(=O)n(Cc3cccc(OC)c3)c2n1	20%	nt	-3%
O=C(NC1CCCC1)C(c1ccncc1)N(C(=O)Cc1cccs1)c1ccc(F)cc1 (stereo not drawn)	0%	-2%	-2%
O=C(CP(=O)(O)CC(=O)c1ccccc1)c1ccccc1	3%	-5%	2%
OCCN1CCN(CC(O)COCCOc2ccc(Br)cc2)CC1 (stereo not drawn)	2%	3%	4%
C/C(=N\NC(N)=O)c1c(F)cccc1F	4%	3%	-6%
Cc1cc(NC(=O)COC(=O)CNS(=O)(=O)c2ccc(C)c(C)c2)no1	12%	2%	-6%
c1cc(SC2CCCCC2)cc(-c2nc3cnccn3c2NC2CCCCC2)c1	nt	?	?
Cc1cc(C)c(S(=O)(=O)c2cccc(C(F)(F)F)c2)c(=O)[nH]1	-1%	9%	?
O=C(O)c1ccc(B(O)O)cc1	0%	15%	nt
OCC#CCSc1nnc(-c2ccncc2)o1	-3%	0%	-21%
COc1ccc(-n2ncc3c2CC(C)(C)CC3NC(=O)CCn2cncn2)cc1 (stereo not drawn)	1%	13%	1%
Cc1ccc(C(=O)N2CCCCC2)cc1NC1=C(Cl)C(=O)N(Cc2ccccc2)C1=O	nt	0%	-16%
CCCCCCSC1=C(C#N)C(c2ccc(O)cc2)CC(=O)N1 (stereo not drawn)	?	-1%	-8%
CCC(CC)C(=O)N1CC(=O)Nc2ccc(F)cc2C1c1ccc(F)cc1 (stereo not drawn)	-3%	-6%	-7%
CCCN1CCN(CCCNC(=O)CCNC(=O)Cn2ccc3ccccc3c2=O)CC1	-26%	-3%	-1%
N#CC(Sc1ccccn1)c1ccc(Cl)cc1 (stereo not drawn)	-2%	-7%	-8%
Cc1ccc(-n2c3c(cc(C(=O)NCC(=O)c4ccccc4)c2=O)C(=O)CCC3)cc1	0%	10%	?
CC(C)(C)c1ccccc1NC(=O)CN1C(=O)NC2(CCCC2)C1=O	-3%	7%	1%
O=C(c1ccc(-n2cnnn2)cc1)N1CCOCC1	6%	-1%	0%
CCOc1cc2[nH]c(=S)n(C3CCN(Cc4ccccc4)CC3)c(=O)c2cc1OCC	3%	-5%	0%
CCN(CC)S(=O)(=O)c1cc(NC(=O)CSc2n[nH]c(N)n2)ccc1C	nt	3%	-3%
O=C(NCCN1CCCCC1)Nc1ccc(F)cc1	-7%	-2%	-1%
CCOC(=O)C1CCN(Cc2cn(C)nc2-c2ccc(Oc3ccccc3)cc2)CC1	-10%	7%	-12%

Screening data (PubChem BioAssay)

This is a subset; rates above refer to the full screens.
